# High-throughput results as filed in PubChem.
# BCR signal inh: qHTS Assay to Find Inhibitors of Chronic Active B-Cell Receptor Signaling. 0.05% of 340,000 active. Potency, µM (doses to about 46.1 µM), inactives show at the top dose ratio change, negative = lower green/red ratio, most hits filed as inhibitors. ABC-DLBCL IkBa-CBG/CBR reporter, luminescence ratio, 4 h. AID 493014, 2011; active means well fitted inhibition curve with a large enough effect in the signal ratio, with a control signal flat, not every such curve was filed as active; inconclusive means small, poorly fitted or top-dose-only effect, or effect the other way, or a change in a side signal; the % refers to the signal ratio;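 further: plate controls were basal doxycycline-induced cells for no effect and cells given 10 µM MG132 for full effect; MG132 reads +100%, hits lower the ratio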
#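 Doxycycline induced both beetle luciferases in TMD8 lymphoma cells; IKK-driven degradation limits the IkappaBalpha-fused green signal, while red luminescence normalises for cell number and nonspecific effects. Compounds tested up to 46 uM, 4 hrs.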
# * hit, by the source's call; ? = inconclusive. Potency means the concentration at half of the fitted maximal effect. An excerpt; the hit share may differ from the screen's.
SMILES,BCR signal inh
COc1cc(C2C(=O)N(C3CCCCCC3)CC(=O)N2CCc2ccccc2)ccc1OC(C)C (stereo not drawn),-2%
COc1ccccc1N1CCN(c2ncnc3c2cnn3-c2cccc(Cl)c2)CC1,5%
O=C(CSc1ncccc1C(=O)Oc1ccccc1Cl)Nc1ccccc1Cl,?
CCOc1ccc(CCNC(=O)c2cc(=O)[nH]c3ccc(S(=O)(=O)N4CCCCC4C)cc23)cc1OCC (stereo not drawn),?
CCOC(=O)c1c(S(=O)(=O)N2CCC(C(=O)N3CCN(c4ccccc4F)CC3)CC2)c(C)n(C)c1C,0%
CCN(CC)S(=O)(=O)c1cccc(C(=O)Nc2ccccc2C(=O)Nc2ccc(Cl)cc2)c1,?
CCN(CC)CCn1c2c(c(SCC(=O)Nc3cccc(C(F)(F)F)c3)nc1=O)CCC2,-1%
CCOc1ccc(CC(=O)NCCc2sc3nc(-c4ccc(F)cc4)nn3c2C)cc1,14%
CCOCCCNC(=O)C1CCC(CNS(=O)(=O)c2ccc(NC(C)=O)cc2)CC1 (stereo not drawn),-2%
COCCCNC(=O)C1CCN(Cc2cc3ccccc3n2Cc2cccc(Cl)c2)CC1,?
Cc1ccc(CS(=O)(=O)Cc2ccc(C(=O)NCCc3ccc(Cl)cc3)o2)cc1,-5%
COC(=O)c1ccc(C(=O)OC)c(NC(=O)c2cnn3c(C(F)F)cc(-c4ccccc4)nc23)c1,11%
COc1ccc(S(=O)(=O)N2CCC(c3ccncc3)CC2)cc1OC,2%
Cc1ccccc1NC(=O)c1ccc(F)c(S(=O)(=O)N2CCN(c3ccccc3F)CC2)c1,-7%
CCOC(=O)c1cc(-c2ccccc2)n(CCCC(=O)Nc2ccc(C)cc2C)c1C,-1%
O=C(Nc1nc2c(F)cccc2s1)c1ccc2c(c1)OCCO2,?
O=C(NCc1ccc2c(c1)CCN2C(=O)c1ccccc1)c1ccco1,12%
O=C(O)c1cccc(NC(=O)c2cccc(S(=O)(=O)Nc3cccc(C(=O)O)c3)c2)c1,-1%
Cc1ccc(CSCC(=O)N2CCN(c3cc(Cl)ccc3C)CC2)cc1,1%
CCOc1ccccc1Nc1sc(C(=O)c2ccc(Cl)cc2)c(N)c1C(=O)NCCc1ccccc1,1%
COc1ccc(/C=C\C(=O)NC2CC(=O)N(c3ccc(F)cc3)C2)cc1OC (stereo not drawn),11%
COc1cccc(NC(=O)CSc2cc(C)[nH]c(=O)n2)c1,13%
CC(=O)c1cc(-c2ccc(F)cc2)n(CC(=O)NC2CCCCCC2)c1C,4%
CCOc1ccc(-n2c(C)nc3cc(C(=O)NC4CCCC4)ccc32)cc1,?
COc1cccc(NC(=O)Cn2nnc(-c3nc(-c4ccccc4)no3)c2N)c1,-29%
SMILES,BCR signal inh
COc1ccccc1NC(=O)CSc1nc2ccccc2c2nc(-c3ccccc3)nn12,-6%
CCN(CC)CCCNC(=O)C1CCN(S(=O)(=O)CC)CC1,-1%
Cc1cccc(C)c1NC(=O)c1cc(S(=O)(=O)N2CCCc3ccccc32)ccc1F,0%
CCS(=O)(=O)N1CC(=O)N(c2cccc(Cl)c2)C(C)(C(=O)NC2CCCCCC2)C1 (stereo not drawn),-18%
COc1ccc(NC(=O)c2cc3ccccc3o2)c(OC)c1,?
O=C(NCc1ccc2c(c1)CCN2C(=O)c1ccccc1)c1ccccc1,-18%
O=C1CSC2(C(=O)N(Cc3ccccc3)c3ccccc32)N1c1ccc(Cl)cc1 (stereo not drawn),?
N#Cc1cccc(Nc2ncnc3c2cnn3-c2cccc(Cl)c2)c1,?
COc1cccc(CNC(=O)CN2C(=O)N(c3c(C)cccc3C)S(=O)(=O)c3ccccc32)c1OC,1%
O=C(CSc1nc(=O)n(Cc2ccco2)c2c1CCC2)Nc1cccc(F)c1,?
CC(=O)Nc1ccc(Nc2ncnc3c2c(-c2ccccc2)cn3-c2ccccc2)cc1,?
CCOC(=O)C1CCC(CN(Cc2ccc(OC)cc2)S(=O)(=O)c2ccc(F)c(C(=O)Nc3cc(C)ccc3C)c2)CC1 (stereo not drawn),-2%
CCOC(=O)c1ccc(OCC2c3cc(OC)c(OC)cc3CCN2C(=O)Cc2ccc(F)cc2)cc1 (stereo not drawn),?
Cc1cccc(CCNC(=O)c2c[nH]c3ccc(S(=O)(=O)Nc4ccccc4F)cc3c2=O)c1,?
CCOCCn1ccc2c(OCC(=O)Nc3cccc(F)c3)cccc2c1=O,?
O=C(Nc1ccc(Br)cc1)c1ccc(F)c(S(=O)(=O)N2CCc3ccccc32)c1,?
COc1ccc(Nc2nc(-c3ccc(C)cc3)nc3ccccc23)c(OC)c1,-3%
Cc1ccc(NC(=O)/C=C/c2ccco2)cc1F,?
CCCn1ccc2c(OCC(=O)Nc3ccc(OC)c(OC)c3)cccc2c1=O,9%
O=S(=O)(c1ccc(Cl)cc1)N1CCC(c2ccncc2)CC1,13%
Cc1ccc(S(=O)(=O)C(CNC(=O)COc2ccccc2)c2cccs2)cc1 (stereo not drawn),19%
CCc1ccc(N2C(=O)N(CC(=O)C(C)(C)C)c3ccccc3S2(=O)=O)cc1,15%
CC(=O)c1cc2c(cc1N/C(=N/S(=O)(=O)c1ccc(Cl)cc1)c1ccc(F)cc1)OCO2,?
Cc1cc(C)cc(NC(=O)C2CCN(S(=O)(=O)c3cccc4nonc34)CC2)c1,0%
Cc1ccc(NC(=O)CSc2nc3n[nH]c(C)c3c(=N)n2-c2ccccc2C)cc1C,?

# Molecules from the list above containing a thiophene ring, fused or not (2):
SMILES,BCR signal inh
CCOc1ccccc1Nc1sc(C(=O)c2ccc(Cl)cc2)c(N)c1C(=O)NCCc1ccccc1,1%
Cc1ccc(S(=O)(=O)C(CNC(=O)COc2ccccc2)c2cccs2)cc1 (stereo not drawn),19%

# Next part
SMILES,BCR signal inh
O=C(CS(=O)(=O)c1ccc(Cl)cc1)Nc1nc2ccc(Br)cc2s1,8%
COc1ccc(C2=CC(c3cccc(C)c3)n3nnnc3N2)cc1 (stereo not drawn),?
Cc1ccc(N2CC(NC(=O)c3cccs3)CC2=O)cc1 (stereo not drawn),15%
CCc1ccccc1-n1c(C)nc2cc(C(=O)NCCc3ccc(Cl)cc3)ccc21,3%
CCc1ccc(-c2nc(CS(=O)CC(=O)NCCc3ccc(Cl)cc3)c(C)o2)cc1 (stereo not drawn),?
CCOC(=O)c1c(S(=O)(=O)N2CCCC(C(=O)N(C)Cc3ccccc3)C2)c(C)n(C)c1C (stereo not drawn),-1%
CC1CCC(NC(=O)c2ccc3c(c2)N(Cc2ccccc2F)C(=O)c2ccccc2S3)CC1 (stereo not drawn),-8%
CCOc1ccc(CCNC(=O)CCSCc2cccc(Cl)c2)cc1OCC,-1%
COc1ccccc1NC(=O)C1CCCN(c2ncnc3onc(-c4ccc(F)cc4)c23)C1 (stereo not drawn),-6%
CC(C)OCCCNC(=O)CN1C(=O)CSc2ccc(S(=O)(=O)N3CCOCC3)cc21,4%
O=C(Cn1c(=O)n2nc(-c3cccc(F)c3)nc2c2ccccc21)NCc1ccc(Cl)cc1,16%
COc1cccc(OCC(=O)NC2CC(=O)N(c3cccc(OC)c3)C2)c1 (stereo not drawn),?
CCCCNC(=O)CSc1nc2cc3c(cc2c(=O)n1CCCC(=O)NCc1ccc2c(c1)OCO2)OCO3,3%
OCCCc1nc2n(n1)C(c1cccc(Cl)c1)C=C(c1ccccc1)N2 (stereo not drawn),-4%
CN1C(=O)c2ccccc2Sc2ccc(NC(=O)COc3ccc(F)cc3)cc21,?
COc1ccc(C)c2sc(N(Cc3cccnc3)C(=O)CCc3ccccc3)nc12,-15%
Cc1ccc(-n2cnc3cc(C(=O)NCCC4=CCCCC4)ccc32)cc1Cl,-3%
Cc1ccccc1CN1C(=O)c2ccccc2Sc2ccc(C(=O)NC3CCCC3)cc21,-2%
CC(C)c1ccc(NC(=O)CSc2ncnc3c2sc2ccccc23)cc1,2%
COc1ccc(S(=O)(=O)N(CC(=O)Nc2ccc(C)cc2)c2ccc(C)cc2)cc1OC,?
Oc1c(C(c2ccccc2Cl)N2CCOCC2)sc2nc(-c3ccco3)nn12 (stereo not drawn),-1%
Cc1ccc(NC(=O)CN2C(=O)c3ccccc3Sc3ccc(C(=O)N4CCCC4)cc32)cc1,-15%
Cc1ccc2sc(N(Cc3cccnc3)C(=O)Cc3ccccc3)nc2c1C,3%
CCOC(=O)c1cc(-c2ccc(F)cc2)n(CCC(=O)NCc2ccccc2OC)c1C,-2%
CN(c1ncnc2c1c(-c1ccccc1)cn2-c1cccc(Cl)c1)C1CCCCC1,3%
SMILES,BCR signal inh
COc1ccc(NS(=O)(=O)c2ccc3c(c2)CC(C)N3C(=O)C2CCC2)cc1OC (stereo not drawn),?
O=C(C1CCN(S(=O)(=O)c2cccc3nonc23)CC1)N1CCN(c2ccccc2F)CC1,-14%
CCc1ccc(Sc2cc(C(=O)NCCCN3CCCC(C)C3)c3ccccc3n2)cc1 (stereo not drawn),?
O=C(Nc1cccc(Cl)c1Cl)c1cc(S(=O)(=O)N2CCCCC2)ccc1F,?
O=C(NC1CC(=O)N(c2ccccc2)C1)c1ccc(Br)o1 (stereo not drawn),-7%
Cn1c(=O)c2c(c3ccccc31)OC(=O)CC2c1ccccc1 (stereo not drawn),4%
COCCNC(=O)c1ccc2c(c1)N(Cc1cccc(Cl)c1)C(=O)c1ccccc1S2=O (stereo not drawn),0%
CCS(=O)(=O)N1CCC(C(=O)NCCC(C)C)CC1,6%
CCc1cnc2c(c1SC(C(C)=O)C(=O)N(C)C)c(=O)n(C)c(=O)n2C (stereo not drawn),0%
O=c1oc2ccc3ccccc3c2cc1-c1nnc(Nc2cc(C(F)(F)F)ccc2Cl)s1,-3%
COc1cccc(N2CC(NC(=O)c3ccc4c(c3)OCO4)CC2=O)c1 (stereo not drawn),-28%
COc1ccc(-c2nc3c4ccccc4n(CC(=O)Nc4ccc(C(C)C)cc4)c(=O)n3n2)cc1,?
CC(=O)Nc1cc(C(=O)NCc2ccc(F)cc2)ccc1Sc1ccc(F)cc1,-1%
CC(=O)c1cccc(NC(=O)CN2C(=O)CN(C)C(=O)c3ccccc32)c1,-8%
CCN(CC)C(=O)CSc1nc2cc3c(cc2c(=O)n1CCCC(=O)NCc1ccc2c(c1)OCO2)OCO3,18%
CCOc1ccc(C2C(=O)N(C3CCCCCC3)CC(=O)N2Cc2ccc(C)cc2)cc1OC (stereo not drawn),-3%
COC(=O)c1ccccc1NC(=O)Cn1c(=O)n(-c2cccc(OC)c2)c(=O)c2c(C)c(C(=O)N(C)C)sc21,?
Cc1ccc(C)c(NC(=O)c2cc(S(=O)(=O)NCc3ccccc3)ccc2F)c1,-2%
O=C(CCC(=O)c1ccc(F)cc1)Nc1ccc(Cl)cc1,-15%
OCCN1CCN(C(c2ccccc2Cl)c2sc3nc(-c4ccco4)nn3c2O)CC1 (stereo not drawn),-7%
CCCCN(C)C(=O)c1ccc2c(c1)N(Cc1cccc(F)c1)C(=O)c1ccccc1S2,?
CCc1ccc(NC(=O)CCn2c(-c3ccc(OC)cc3)cc(C(C)=O)c2C)cc1,-3%
CCC(C(=O)NCc1ccc2c(c1)CCN2C(=O)c1ccc(F)cc1)c1ccccc1 (stereo not drawn),?
CCN(CC)S(=O)(=O)c1ccc2c(c1)N(CC(=O)NCCCN1CCN(c3ccc(OC)cc3)CC1)C(=O)CO2,?
COc1ccccc1N1CCN(C(=O)Cn2c(=O)n3nc(-c4ccc(C)cc4)nc3c3ccccc32)CC1,-4%
SMILES,BCR signal inh
CCCCNC(=O)C(CC)Sc1nnc(-c2cccc(F)c2)c(-c2cccc(F)c2)n1 (stereo not drawn),?
O=S(=O)(NCCc1csc2nc(-c3ccccc3)nn12)c1ccc(Cl)s1,-4%
COc1ccc(CNC(=O)C2CCN(S(=O)(=O)c3ccc4nc5c(c(C(=O)O)c4c3)CCCC5)CC2)cc1,10%
O=C(NC1CC(=O)N(c2ccc(Cl)cc2)C1)c1ccc2c(c1)OCO2 (stereo not drawn),-4%
Cc1ccc(C2c3[nH]c4ccccc4c3CCN2C(=O)Nc2ccc(C)c(C)c2)cc1 (stereo not drawn),-1%
Cc1c(CCNC(=O)C(C)(C)C)sc2nc(-c3ccc(F)cc3)nn12,?
COc1cccc(Nc2sc(C(=O)c3ccc(F)cc3)c(N)c2C(=O)NCc2ccc(Cl)cc2)c1,?
CCCCN(C)CCNC(=O)c1ccc2c(c1)NC(=O)CN2,-1%
CCc1nc2ccc(C(=O)NCc3ccccc3C)cc2nc1CC,0%
CCCn1cc(S(=O)(=O)c2ccccc2)c(=O)c2cc(F)c(N3CCCC3)cc21,27%
Cc1ccc(C)c(CN2C(=O)c3ccccc3Sc3ccc(C(=O)NCc4ccc5c(c4)OCO5)cc32)c1,?
COC(=O)c1ccccc1NC(=O)CSc1nc2ccsc2c(=O)n1CCC(C)C,-4%
CCOC(=O)c1cc(-c2ccc(F)cc2)n(CCC(=O)Nc2nc3ccc(OC)cc3s2)c1C,19%
O=S(=O)(c1cccc(Cl)c1)n1c(/C=C/c2ccccc2Cl)nc2ccccc21,?
COc1ccc(-c2nnc(SCC(=O)Nc3cc(OC)ccc3OC)nc2-c2ccc(OC)cc2)cc1,17%

# 6 records drawn at random from those above, as already listed:
SMILES,BCR signal inh
O=C(Nc1nc2c(F)cccc2s1)c1ccc2c(c1)OCCO2,?
O=S(=O)(NCCc1csc2nc(-c3ccccc3)nn12)c1ccc(Cl)s1,-4%
COc1ccc(CNC(=O)C2CCN(S(=O)(=O)c3ccc4nc5c(c(C(=O)O)c4c3)CCCC5)CC2)cc1,10%
O=C(CSc1nc(=O)n(Cc2ccco2)c2c1CCC2)Nc1cccc(F)c1,?
O=C(Cn1c(=O)n2nc(-c3cccc(F)c3)nc2c2ccccc21)NCc1ccc(Cl)cc1,16%
COc1cccc(OCC(=O)NC2CC(=O)N(c3cccc(OC)c3)C2)c1 (stereo not drawn),?
